Bioassay records deposited in PubChem by National Center for Advancing Translational Sciences (NCATS).
USP1 inh: Inhibitors of USP1/UAF1: Primary Screen; Ubiquitin carboxyl-terminal hydrolase 1 (Homo sapiens), O94782; recombinant USP1/UAF1, Ub-Rhodamine cleavage fluorescence; Potency, µM (top dose mostly 57.1 µM), without a hit: at the top dose activity change, negative = inhibition, hits mostly inhibitors; 390,000 compounds, 0.23% hits; AID 743255, 2014; note: potency is the fitted concentration of half-maximal effect; % is set by controls: 0 for no effect and ±100 for the full control effect; nearly all actives have a fitted effect of over 60% in size; inactives centre near -12
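USP1/UAF1 complex (1 nM) preincubated 15 min at room temperature with compound, then Ub-Rho substrate (150 nM final) added. Kinetic fluorescence at 480/540 nm over 6 reads at 60 s intervals; 50 mM HEPES pH 7.8, 0.5 mM EDTA, 0.1 mg/ml BSA, 1 mM TCEP, 0.01% Tween-20.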
D2 antag: HTS Assay for Allosteric Antagonists of the Human D2 Dopamine Receptor: Primary Screen for Antagonists; HEK293 TREx D2 cells, calcium flux, dopamine EC80; 340,000 compounds, 2% hits; AID 485344, 2010; inhibition, % at 10 µM; in the data active = inhibition above about 30%; note: 0% is about no effect
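Read-out: kinetic calcium fluorescence (1 cycle/s) in inducible HEK293 T-REx D2 cells after an EC80 dopamine addition that followed 180 s compound preincubation. Loss of the dopamine response indicates antagonism.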
TrxR1 inh: qHTS Assay for Inhibitors of Mammalian Selenoprotein Thioredoxin Reductase 1 (TrxR1): qHTS. Thioredoxin reductase 1, cytoplasmic (Rattus norvegicus), O89049. 390,000 compounds, 1% hits. recombinant rTrxR1, NADPH fluorescence consumption, selenite substrate. Potency, µM (titrated, usually from 114 µM), for the others: at the highest dose activity change, negative = inhibition, most hits filed as inhibitors; note: potency is the fitted concentration of half-maximal effect; % is set by controls: 0 for no effect and ±100 for the full control effect; nearly all actives have a fitted effect of over 65% in size
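Rat TrxR1 (90 nM in the dispensed reagent) was pre-reduced with 400 uM NADPH for 5 min at room temperature, then incubated with compound for 15 min. After 400 uM selenite was added, NADPH fluorescence (Ex 340/Em 450 nm) was followed for 8 min.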
PI4K2A inh: qHTS for small molecular inhibitors of PI4K2A; Phosphatidylinositol 4-kinase type 2-alpha (Homo sapiens), Q9BTU6; purified PI4K2A, ADP-Glo luminescence, 1 h; hits give low values; activity change, negative = inhibition, % at 76.9 µM; 420,000 compounds, 0.13% hits; AID 1346378, 2018; in the data active = activity change below about -50%; inconclusive = mostly about -30% to -49%;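 note: -100% = wells without enzyme as full effect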
Target sequence (Q9BTU6 whole entry, looked up): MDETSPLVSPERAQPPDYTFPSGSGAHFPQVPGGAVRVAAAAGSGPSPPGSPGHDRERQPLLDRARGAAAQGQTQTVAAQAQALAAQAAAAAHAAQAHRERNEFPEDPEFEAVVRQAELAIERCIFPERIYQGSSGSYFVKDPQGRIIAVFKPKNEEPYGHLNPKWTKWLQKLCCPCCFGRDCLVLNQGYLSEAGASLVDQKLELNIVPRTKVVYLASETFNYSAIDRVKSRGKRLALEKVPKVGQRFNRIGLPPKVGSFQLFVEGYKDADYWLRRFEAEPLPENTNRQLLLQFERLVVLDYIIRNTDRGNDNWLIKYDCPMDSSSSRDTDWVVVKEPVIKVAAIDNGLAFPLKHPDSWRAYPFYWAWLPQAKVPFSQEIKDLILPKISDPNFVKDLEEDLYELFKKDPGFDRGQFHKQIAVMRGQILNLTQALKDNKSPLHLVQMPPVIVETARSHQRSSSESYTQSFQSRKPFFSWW
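Compounds are screened against recombinant PI4K2A using PI as substrate and ATP, the latter dispensed at 300 microM. Reactions run one hour at ambient temperature before ADP-Glo detection; full inhibition defined by wells lacking enzyme.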
D2 ag: HTS Assay for Allosteric Agonists of the Human D2 Dopamine Receptor: Primary Screen for Agonists; HEK293 T-REx D2 cells, calcium flux agonist mode; activation, % at 2 µM; AID 485358, 2010; D(2) dopamine receptor (Homo sapiens), P14416; 340,000 compounds, 0.53% hits;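 active = activation over 3 SD above normal in the single-dose calcium agonist read, cut at about 30% in these data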; note: 0% is about no effect
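HEK293 Trex D2 cells, tetracycline-induced, o/n 30 C 5% CO2; no-wash Ca dye, RT 30–90 min; 10-cycle baseline, 23 nl cpd added, kinetic Ca read 180 s; agonist hits = positive Ca response.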
TrxR1 substrate: qHTS Assay for Substrates of Mammalian Selenoprotein Thioredoxin Reductase 1 (TrxR1): qHTS; Thioredoxin reductase 1, cytoplasmic (Rattus norvegicus), O89049; purified TrxR1 substrate turnover, NADPH consumption readout; Potency, µM (highest dose often 114 µM), for the others: at the highest dose activity change, negative = substrate turnover; 390,000 compounds, 0.01% hits; AID 588456, 2011; note: potency is the fitted concentration of half-maximal effect; % is set by controls: 0 for no effect and ±100 for the full control effect; nearly all actives have a fitted effect of over 50% in size
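Rat TrxR1, dispensed at 90 nM, was prereduced with 400 uM NADPH (final) for 5 min at ~22 deg C, then incubated with compound 15 min before 400 uM selenite. A first-read NADPH fluorescence drop versus no-compound background flagged substrates.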
mIDH1 inhibitor: qHTS for Inhibitors of mutant isocitrate dehydrogenase 1 (IDH1): qHTS | Isocitrate dehydrogenase [NADP] cytoplasmic (Homo sapiens), O75874 | IDH1-R132H enzyme, NADPH consumption, diaphorase/resazurin fluorescence | Potency, µM (doses to about 76.6 µM), for inactives: at the top dose activity change, negative = inhibition, hits mostly inhibitors | 390,000 compounds, 0.093% hits | AID 602179, 2012; note: potency is the fitted concentration of half-maximal effect; % is set by controls: 0 for no effect and ±100 for the full control effect; nearly all actives have a fitted effect of over 65% in size
Target sequence (O75874 whole entry R132H, stated change not applied): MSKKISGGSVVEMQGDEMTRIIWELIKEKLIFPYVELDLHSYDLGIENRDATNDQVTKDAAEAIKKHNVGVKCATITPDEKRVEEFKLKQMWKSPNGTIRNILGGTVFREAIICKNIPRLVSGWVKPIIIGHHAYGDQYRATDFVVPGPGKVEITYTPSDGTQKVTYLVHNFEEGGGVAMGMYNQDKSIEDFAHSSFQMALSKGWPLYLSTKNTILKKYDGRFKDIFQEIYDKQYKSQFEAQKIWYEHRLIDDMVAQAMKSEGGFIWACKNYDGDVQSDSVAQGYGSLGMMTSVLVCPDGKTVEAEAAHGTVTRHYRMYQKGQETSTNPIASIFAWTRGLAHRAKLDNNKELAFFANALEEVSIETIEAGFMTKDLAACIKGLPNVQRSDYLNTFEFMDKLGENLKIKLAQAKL
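IDH1-R132H (0.5 ug/mL) preincubated 30 min with compound, then NADPH (0.016 mM) and alpha-KG (2 mM) added; 80 min at RT, pH 7.5. Remaining NADPH coupled via diaphorase/resazurin to fluorescence (540/590 nm); concentration-response curves normalized to no-enzyme control.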
TRHR ag: qHTS for Small Molecule Agonists and Allosteric Enhancers of Human TRH Receptor: Primary Screen for Agonists; Thyrotropin-releasing hormone receptor (Homo sapiens), P34981; TRHR cells, calcium flux fluo-8, FDSS agonist mode; activation, % at 2 µM; 360,000 compounds, 0.18% hits; AID 493084, 2011; in the data active = activation above about 30%; note: 0% is about no effect
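Fluo-8-loaded TRHR cells; 10 s baseline, compound added, kinetic Ca2+ fluorescence read 1/s, agonist mode.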
TRHR PAM: qHTS for Small Molecule Agonists and Allosteric Enhancers of Human TRH Receptor: Primary Screen for Enhancers; Thyrotropin-releasing hormone receptor (Homo sapiens), P34981; TRHR cells, fluo-8 calcium fluorescence, EC20 TRH enhancement; enhancement, % at 2 µM; 360,000 compounds, 0.66% hits; AID 493056, 2011; in the data active = enhancement above about 30%; note: 0% is about no effect
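Enhancer read-out: after compound pinning and an initial kinetic agonist-mode read, an EC20 of TRH (10 nM final) was injected and fluo-8 calcium signal (Ex 480/Em 530) followed at 1 s/cycle for 100 cycles in TRHR-expressing cells.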
* marks the source's active call; other numbers are inactive results; ? = inconclusive; . = no result given; & = joins results of further samples; [ ] = dose if it differs, or a comment. Unless noted, calls come from the whole dose curve; as a rule, active = well fitted inhibition curve with a large enough effect; inconclusive = small, poorly fitted or top-dose-only effect; inactive = no such curve, though single readings can be large or run the other way.

SMILES	USP1 inh	D2 antag	TrxR1 inh	PI4K2A inh	D2 ag	TrxR1 substrate	mIDH1 inhibitor	TRHR ag	TRHR PAM
Cc1ccc(NP(=O)(Oc2ccccc2F)Oc2ccccc2F)cc1C	-8%	15	-7%	0	7.7	-13%	5%	1.3	0
CN1CCN(c2nc3ccccc3c(=O)n2-c2ccccc2)CC1	-3%	-1	35%	4	0.4	7%	12%	1.6	1
Nc1ccccc1C(=O)OCC(=O)N1CCc2ccccc21	-9%	-2	5%	2	-0.5	66%[activator]	4%	-0.2	-2
CCCCOC(=O)C1=C(N)OC2=C(C(=O)CCC2)[C@]12C(=O)Nc1ccccc12	-3%	-22	-5%	-2	0.2	-3%	10%	0.4	0
CC(=O)OC1CC2(O)C3CCC4CC(O)CCC4(C)C3CCC2(C)C1C1=CC(=O)OC1 (stereo unspecified)	-20%	.	-8%	0	.	-3%	2%	.	.
COc1cc2ccc(=O)oc2c2ccoc12	4%	-31	-8%	-4	-0.4	32%[activator]	-6%	0.6	-2
CCCNC(=O)N1[C@H]2CC[C@@H]1C(C(=O)OC)=C(c1ccc(S(C)(=O)=O)cc1)C2	?	.	20%	2	.	4%	-8%	.	.
O=[N+]([O-])c1ccc(N2CCNCC2)cc1Sc1ccccn1	-16%	-12	-9%	5	0.2	1%	0%	0.9	1
FC(F)(F)c1ccc2c(c1)ncn2C1CCN(Cc2nnnn2C2CCCCC2)CC1	-6%	-20	-2%	2	0.4	2%	4%	-1.2	1
Cc1ccc(-c2nc3ccccc3c(=O)n2-c2ccc(Br)cn2)cc1	-17%	-7	-3%	1	1.3	-8%	-9%	-0.8	4
O=C1NC(=O)C(=Cc2cc3c(cc2[N+](=O)[O-])OCO3)C(=O)N1	-4%	-3	8.9µM*	-10	4.0	9%	4%	2.3	-4
COC(=O)C1=C(c2cccc(C#N)c2)C[C@@H]2CC[C@H]1N2C(=O)N1CCOCC1	-26%	1	1%	-6	0.1	4%	11%	0.0	3
COc1ccc(C(=O)OC2C[C@H]3CC[C@H](C2)N3C)cc1OC (stereo partly specified)	-29%	10	13%	-2	-0.4	3%	10%	0.2	2
Cc1ccc(NC(=O)Cn2cc(C(=O)c3ccccc3)c3ccccc32)cc1	?	.	-7%	1	-0.2	-7%	-1%	-0.6	10
O=[N+]([O-])c1ccc(NCCCN2CCOCC2)nc1	-15%	-3	10%[57.1 µM]	-2	-0.5	3%[57.1 µM]	4%	0.8	1
COC(=O)C1=C(c2cccc(C#N)c2)C[C@@H]2CC[C@H]1N2C(=O)NCCNC(C)=O	6%	-4	7%[57.1 µM]	1	2.5	6%[57.1 µM]	-2%	-0.1	3
Cn1cc(C(=O)c2ccccc2)c2ccccc21	-13%	-29	8%[57.1 µM]	0	-0.7	0%[57.1 µM]	6%	-0.4	9
CN1C(=O)C(=Cc2coc3ccccc3c2=O)C(=O)N(C)C1=O	-19%	.	?	-15	.	4%	0%	0.8	1
CN1CC=C(c2c[nH]c3ccccc23)CC1	-17%	75*	12%[57.1 µM]	2	0.1	13%[57.1 µM]	9%	1.1	-9
S=c1[nH]nc(-c2ccccc2)n1CC1CCCO1 (stereo unspecified)	7%	26	?	-6	0.5	-2%	0%	-0.4	-1
Cc1cccc(CC(c2cccc(C)c2)N(C)C)c1 (stereo unspecified)	-14%	.	22%[57.1 µM]	3	.	11%[57.1 µM]	4%	.	.
CCN(CC)CCN=Cc1c(O)n(Cc2ccccc2)c(=O)[nH]c1=O	-8%&2%	-27&-3	?	-1&-3	2.3&0.4	-14%	-14%&-1%	1.0&1.2	2&-2
CNC(=O)O/N=C(\N)Cc1csc2ccccc12	-8%	-9	5%	0	-1.3	2%	0%	0.5	-1
CN1CC[C@@]2(C)c3cc(O)ccc3N(C)[C@@H]12	28µM*	.	-13%&-11%	?	.	-7%&1%	30%&22%	.	.
O=S(=O)(O)C(=Cc1ccccc1)c1ccccc1 (tested in a mixture with another compound)	-19%	.	4%	-1	.	2%	2%	.	.
CCOP(=O)(OCC)/C(C#N)=C/c1ccc(Br)cc1	-11%	14	-16%	6	1.2	-5%	0%	1.9	8
CN1C2CCC1CC(OC(=O)c1ccc(Cl)cc1)(C(=O)O)C2 (stereo unspecified)	-10%	8	6%	-2	0.4	2%	6%	-0.2	1
CCc1nccc2c1[nH]c1ccccc12	-1%	-8	11%	-4	0.4	215%[activator]	-5%	0.3	-5
COC(=O)C1=C(c2cc3ccccc3s2)C[C@@H]2CC[C@H]1N2C(=O)NCc1ccc(F)cc1	6%	.	40%[activator]	-7	.	6%[57.1 µM]	4%	.	.
CCCCn1c(=O)c(C(=O)Nc2ccccc2)c(O)c2ccccc21	-8%	-12	33%[activator][57.1 µM]	-1	-0.1	4%[57.1 µM]	4%	0.3	5

The list continues:
mol,USP1 inh,D2 antag,TrxR1 inh,PI4K2A inh,D2 ag,TrxR1 substrate,mIDH1 inhibitor,TRHR ag,TRHR PAM
C[C@]12CCC3=C4CCC(=O)C=C4CC[C@H]3C1CC[C@@H]2O (stereo partly specified),-9%,-3,-10%,-17,0.3,-3%[57.1 µM],-3%,0.8,23
Cn1c(O)c(C=NC2CC3CCC2(C)C3(C)C)c(=O)[nH]c1=O (stereo unspecified),-3%,0,5%[57.1 µM],13,0.2,7%[57.1 µM],-2%,0.2,5
O=C1CN=C(c2cccs2)c2c(sc3c2CCCC3)N1,-10%,.,-4%,2,.,-2%,10%,-0.7,5
CN(C)C(=O)Oc1cccc2c(OC(=O)N(C)C)cccc12,-4%,16,-10%,0,0.3,-7%,6%,0.0,0
CCC(=O)N1CCN(CCN=Cc2c(O)n(C)c(=O)n(C)c2=O)CC1,-4%,-10,-14%,1,-0.2,3%,-5%,0.5,4
CCC1=Nc2cc(C(=O)N3CCC4(CC3)OCCO4)ccc2Sc2ccccc21,?,21,8%,-1,0.5,-2%,-1%,-0.7,5
C[C@]12CCC3C(CC[C@H]4C[C@H](O)[C@H](O)C[C@]34C)C1CC[C@@H]2O (stereo partly specified),-16%,.,13%,0,.,4%,6%,.,.
CC(C)CC12CN3CCN(CC(C3)C1O)C2 (stereo unspecified),-7%,19,1%,4,-0.5,2%,0%,0.4,27
O=C(N/N=C/c1c(O)n(Cc2ccco2)c(=O)[nH]c1=O)c1ccccc1O,-29%,2,-15%,-1,0.8,-8%,3%,0.0,4
Cc1nc2ccccc2c(=O)n1-n1cnnc1,-18%,-15,25%,7,0.1,12%,5%,1.4,9
CC(C)N1C(=O)/C(=C/C=C/c2ccco2)C(=O)N(Cc2ccco2)C1=O,-4%,6,-66%,-59*,2.4,-15%,-1%,3.9,-1
CCCCNC(=O)c1c(N)n(Cc2ccc3c(c2)OCO3)c2nc3ccccc3nc12,28µM*,-3,26%,-7,0.7,0%,0%,0.6,7
Cc1cccc(-n2c(/C=C/c3ccccc3O)nc3ccccc3c2=O)c1,-6%,.,7%,2,-0.5,1%,-12%,3.2,3
COc1cc2c(ccc3c4cc(OC)c(OC)cc4c[n+](C)c23)cc1O,-8%,.,4%,3,.,0%,7%,.,.

4 of the compounds above, as labelled records:
C[C@]12CCC3=C4CCC(=O)C=C4CC[C@H]3C1CC[C@@H]2O (stereo partly specified)
  USP1 inh: -9%; D2 antag: -3; TrxR1 inh: -10%; PI4K2A inh: -17; D2 ag: 0.3; TrxR1 substrate: -3%[57.1 µM]; mIDH1 inhibitor: -3%; TRHR ag: 0.8; TRHR PAM: 23
COc1cc2c(ccc3c4cc(OC)c(OC)cc4c[n+](C)c23)cc1O
  USP1 inh: -8%; D2 antag: .; TrxR1 inh: 4%; PI4K2A inh: 3; D2 ag: .; TrxR1 substrate: 0%; mIDH1 inhibitor: 7%; TRHR ag: .; TRHR PAM: .
O=C(N/N=C/c1c(O)n(Cc2ccco2)c(=O)[nH]c1=O)c1ccccc1O
  USP1 inh: -29%; D2 antag: 2; TrxR1 inh: -15%; PI4K2A inh: -1; D2 ag: 0.8; TrxR1 substrate: -8%; mIDH1 inhibitor: 3%; TRHR ag: 0.0; TRHR PAM: 4
CC(C)N1C(=O)/C(=C/C=C/c2ccco2)C(=O)N(Cc2ccco2)C1=O
  USP1 inh: -4%; D2 antag: 6; TrxR1 inh: -66%; PI4K2A inh: -59*; D2 ag: 2.4; TrxR1 substrate: -15%; mIDH1 inhibitor: -1%; TRHR ag: 3.9; TRHR PAM: -1

An excerpt; the hit share may differ from the screen's.
